Source: PubChem
IL-1B inflam inh: inhibitors of inflammasome signaling (IL-1 beta secretion) | THP-1 LPS/ATP IL-1B secretion, AlphaLISA, 16 h; stronger effect = lower value | activity change, % at 57.5 µM | 4.7% of 360,000 active; in the data active means activity change below about -50%; inconclusive means mostly about -30% to -49%; further: on the % scale 0 is the no-effect control and ±100 the full control effect
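THP-1 cells pretreated 1 hr with compounds (up to 57.5 uM final), then stimulated with LPS (250 ng/mL final) plus ATP (1.25 mM final); secreted IL-1B measured by AlphaLISA after 16 hr, decreased signal indicating inhibition.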
ATXN2 expr inh: ATXN2 expression inhibition; HEK-293 ATXN2-luciferase reporter, luminescence, 24 h; Potency, µM (series often up to 57 µM), inactives show top-dose activity change, negative = inhibition, usual class: inhibitors; 0.72% of 360,000 active; AID 1745845; further: potency means the concentration at half of the fitted maximal effect; on the % scale 0 is the no-effect control and ±100 the full control effect; nearly all actives have a fitted effect of over 55% in size
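qHTS (up to 57 uM final) was run with 24 h compound exposure of reporter cells at 37 °C. Each well was multiplexed: SteadyGlo luminescence measured ATXN2-luciferase expression after a fluorogenic Gly-Phe-AFC viability readout (25 uM final).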
Nrf2 activator: activates Nrf2 signaling; 0.31% of 410,000 active; AID 624171; Potency, µM (highest dose often 46.1 µM), inactives show at the highest dose activation, usual class: activators; AREc32 ARE-luciferase reporter (MCF7-derived line), luminescence, 24 h; further: potency means the concentration at half of the fitted maximal effect; % of control where 0% means no effect; nearly all actives have a fitted effect of over 65% in size
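AREc32 cells carrying an ARE-driven firefly luciferase reporter were seeded at 1000 cells/well in OPTI-MEM with 5% FBS, then exposed to compound for 24 hr at 37 deg C. Luminescence was read with Steady-Glo after 30 min at RT.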
Nrf2 block: Nrf2 pathway inhibition. 2.1% of 360,000 active. Potency, µM (titrated, usually from 46 µM), without a hit: at the top dose activity change, negative = inhibition, hits mostly inhibitors. AID 504444. A549 ARE-Fluc reporter, luciferase luminescence, 18-24 h; further: potency means the concentration at half of the fitted maximal effect; on the % scale 0 is the no-effect control and ±100 the full control effect; nearly all actives have a fitted effect of over 60% in size
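A549 ARE_Fluc cells (5000/well, 5% FBS OPTI-MEM) pre-incubated 2 h, then treated with compounds 18-24 h at 37C/5% CO2 in concentration-response. CellTiter-Fluor viability read first; BugLite luciferase luminescence after 15 min at room temperature gives Nrf2 activity.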
TGFb SMAD3 inh: blocks TGF-b signaling | AID 588855 | HepG2 CAGA-GFP TGF-b/SMAD3 reporter, GFP fluorescence, 18 h; TGF-beta stimulated, 500 pg/mL final | Potency, µM (titrated, usually from 46.1 µM), for the others: at the highest dose activity, negative = inhibition, usual class: inhibitors | 1.2% of 410,000 active; further: potency means the concentration at half of the fitted maximal effect; on the % scale 0 is the no-effect control and ±100 the full control effect; nearly all actives have a fitted effect of over 65% in size
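HEPG2 CAGA-GFP reporter cells (1000/well, DMEM with 1% FBS) received compounds, then recombinant TGF-beta at 500 pg/mL final for 18 hours at 37 degrees C. Per-cell GFP summed per well was normalised to unstimulated and stimulated DMSO controls before curve fitting.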
HepG2 viability: HepG2 cytotoxicity, counter-screen for TGF-b inhibitors; HepG2 CAGA-GFP viability, ATP luminescence, 18 h; Potency, µM (highest dose often 46.1 µM), inactives show at the highest dose activity change, negative = cytotoxicity, most hits filed as cytotoxic; 0.76% of 410,000 active; AID 588856; further: potency means the concentration at half of the fitted maximal effect; some results filed as inactive show a strong effect at the top dose
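HepG2 CAGA-GFP cells (1000/well, DMEM with 1% FBS) received compound, then TGF-beta at 500 pg/mL final, and were incubated 18 hours at 37 degrees C. Viability was read by CellTiter-Glo luminescence. Media-only wells were set as complete cell-killing and DMSO as no toxicity.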
A549 tox: A549 cytotoxicity, counter-screen for Nrf2 inhibitors. A549 ARE-Fluc cells, CellTiter-Fluor viability, 18-24 h. Potency, µM (series often up to 46 µM), for inactives: top-dose activity change, negative = cytotoxicity, hits mostly inhibitors. 0.16% of 390,000 active; further: potency means the concentration at half of the fitted maximal effect; on the % scale 0 is the no-effect control and ±100 the full control effect
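Cytotoxicity counterscreen: CellTiter-Fluor fluorescence was measured in A549 ARE_Fluc cells after 18-24 h of compound exposure in a concentration series. The subsequent BugLite luminescent read reports ARE-luciferase activity.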
MCF10A rerep: induces DNA re-replication in MCF 10a normal breast cells; MCF 10A DNA re-replication, Hoechst nuclear intensity, 48 h; AID 624296; 2.9% of 350,000 active; Potency, µM (titrated, usually from 46.1 µM), inactives show at the highest dose activity, positive = re-replication, usual class: activators; further: potency means the concentration at half of the fitted maximal effect; % of control where 0% means no effect; nearly all actives have a fitted effect of over 50% in size
ATXN viability: cell viability loss in ATXN counter-screen | S2 cells (HEK-293 line with an ATXN2-luciferase reporter) viability, CellTiter-Fluor protease fluorescence, 24 h | Potency, µM (doses to about 56.7 µM), actives largely listed as cytotoxic | 0.49% of 400,000 active; further: potency means the concentration at half of the fitted maximal effect; nearly all actives have a fitted effect of over 40% in size
* marks the source's active call; other numbers are inactive results; i = inactive; ? = inconclusive; · = no result given; [ ] = dose if it differs, or a comment. Unless noted, the call rests on the fitted dose curve; in most records, active means well fitted curve in the direction sought with a large enough effect; inconclusive means small, poorly fitted or top-dose-only effect, or another doubt; inactive means no such curve, though single readings can be large; an effect the other way counts as inactive or inconclusive. Compounds as they come (roughly 8.8% active in at least one column).

SMILES | IL-1B inflam inh | ATXN2 expr inh | Nrf2 activator | Nrf2 block | TGFb SMAD3 inh | HepG2 viability | A549 tox | MCF10A rerep | ATXN viability
CC(C)[C@H](NC(=O)[C@H](CCCN=C(N)N)NC(=O)NC(Cc1ccccc1)C(=O)O)C(=O)NC(C=O)CCCN=C(N)N (stereo partly specified) | 18 | 7% | -0.1% | 0% | 16% | 6% | ? | 4% | i
CCN(CC(=O)Nc1ccc(C(C)=O)cc1)CC(=O)Nc1cccc(OC)c1 | 18 | 16% | 3.2% | 8% | -5% | -2% | 0% | -1% | i
CCCCOC(=O)CSCC(=O)Nc1cc(C)on1 | 11 | 5% | 0.2% | 4% | 1% | 4% | 1% | 0% | i
O=C(CN(CCc1ccccc1)Cc1ccccc1)Oc1ccccc1P(=O)(O)O | 6 | -37% | -0.1% | -5% | -10% | 1% | 11% | 0% | i
CCn1c(Cc2ccccc2)nnc1SCC(=O)Nc1ccc(C)cc1 | -23 | -16% | 0.3% | 5% | -7% | -34% | 0% | -13% | i
COC(=O)c1c(NC(=O)CSc2ncnc3ccccc23)sc(C)c1C | 12 | -21% | 7.6% | -8% | ? | -2% | 5% | ? | i
O=C(NC(=S)Nc1cccc2ncccc12)c1ccccc1 | -14 | -13% | ? | -4% | -17% | -9% | 7% | 2% | i
COc1ccc(-c2c(C#Cc3ccsc3)c3cc(-c4cccc5[nH]ccc45)ccc3n2C)cc1 | -15 | 2% | -0.3% | 6% | 13% | 5% | 2% | -5% | i
CSc1ccccc1NC(=O)Nc1cccc(Cl)c1 | -1 | 4% | 3.3% | ? | -19% | -21% | ? | ? | ?
COc1cc(-c2ccccc2)[nH]c(=S)n1 | 16 | 3% | -0.7% | 3% | -29% | 7% | 2% | 5% | i
O=c1c(-c2ccccc2)c[nH]n1-c1cccc([N+](=O)[O-])c1 | -13 | -24% | -0.1% | 0% | -16% | -16% | -3% | 13% | i
Cc1ccc(F)c(S(=O)(=O)NC(=O)C2(C)CCN2C(=O)Cc2cc(F)ccc2F)c1 (stereo unspecified) | 21 | 19% | -1.0% | · | -6% | -1% | · | · | ?
COc1ccc2sc(-c3ccccc3OC)c(C#CC(C)(C)O)c2c1 | 12 | 12% | 17% | 12% | -23% | -17% | 3% | 91% | i
CN1C(=O)c2ccccc2Sc2ccc(NC(=O)COc3ccccc3)cc21 | · | ? | 2.6% | · | -15% | 7% | -14% | · | ?
O=C(O)c1ccccc1C(=O)Nc1ccc(Oc2ccccc2)cc1 | 5 | -2% | -0.8% | -2% | -9% | -6% | -4% | 6% | i
CCCN1C(=O)SC(CC(=O)Nc2ccc(Br)cc2)C1=O (stereo unspecified) | -1 | 11% | 2.8% | 8% | -1% | -19% | -7% | 9% | i
CCS(=O)(=O)c1ccc2oc(SCC(=O)NC3CCCC(C)C3C)nc2c1 (stereo unspecified) | -14 | -9% | 3.6% | -22% | 1% | 19% | -12% | -2% | i
Cc1cccc(NS(=O)(=O)c2cc3c4c(c2)CC(=O)N4CCC3)c1C | 0 | -1% | -0.3% | ? | 0% | -2% | -3% | 22% | i
CN1C(=O)NC(NC(=O)c2ccncc2)(C(F)(F)F)C1=O (stereo unspecified) | 9 | 0% | -0.5% | 24% | 9% | -11% | -1% | 4% | i
S=C(Nc1ccc(Oc2ccccc2)cc1)N1CCOCC1 | 11 | 27% | -0.4% | -8% | 26% | 14% | -4% | ? | i
O=C(NCCc1ccccc1)N1CCCC(CNS(=O)(=O)Cc2ccccc2)C1 (stereo unspecified) | 11 | 17% | 2.9% | 2% | 6% | 1% | -3% | -3% | i
CN(c1ccccc1C(=O)NCc1ccccc1Cl)S(=O)(=O)c1ccccc1 | 0 | -6% | -0.2% | 1% | 5% | -4% | 6% | 13% | i
COc1ccccc1C(CCNCc1ccccc1)c1ccc(OC(C)C)cc1 (stereo unspecified) | -89* | 28µM* | 0.3% | -9% | ? | 13µM* | ? | 18µM* | ?
NC(=S)N/N=C/c1cc([N+](=O)[O-])ccc1OCCOc1ccccc1 | 14 | -36% | -0.6% | · | 5% | -20% | -1% | 1% | i
CC1CCCC(C)N1/N=C/c1cccc(Br)c1 (stereo unspecified) | 6 | 8% | 0.0% | 17% | -2% | 1% | -1% | 0% | i
Cc1ccc(OCC(=O)NCCCNC(=O)c2ccccn2)cc1C | 19 | 8% | -0.4% | -9% | 11% | -3% | -5% | 8% | i
Cc1ccc2cccc(NC(=O)c3cccc4ccccc34)c2n1 | · | -18% | 4.7% | -5% | -7% | -34% | -10% | · | i
COc1ccc(S(=O)(=O)N2CCOC23CCN(S(=O)(=O)c2cc(C)ccc2C)CC3)cc1 | -1 | 0% | 0.4% | 13% | 21% | -4% | 0% | -1% | i
CN1CCN(c2ccc(CNS(=O)(=O)c3ccc(Cl)cc3)cc2)CC1 | -2 | 13% | -0.3% | 9% | 0% | -62% | -1% | ? | i
COc1ccc(N=Cc2ccc(N(CCC#N)CCC#N)cc2)cc1 | 2 | -13% | -0.3% | -11% | ? | -7% | 1% | 4% | i
C[C@@H]1CCCCO[C@H](CN(C)C(=O)Nc2ccc3c(c2)OCO3)[C@H](C)CN([C@@H](C)CO)C(=O)c2cc(NS(=O)(=O)c3ccc(Cl)cc3)ccc2O1 | -11 | 1% | 0.0% | · | 4% | 3% | · | · | ?
O=C(C1CCC(=O)N1Cc1cccs1)N1CCOCC1 (stereo unspecified) | 38 | 5%[11.3 µM] | 0.5% | 6% | -5% | 2% | 2% | 0% | i
CC(C)C(NC(=O)CN(c1cccc(F)c1)S(C)(=O)=O)C(C)C | 9 | 6% | 0.4% | 5% | -7% | 0% | -7% | 1% | i
Cc1ccccc1[C@@H]1C(C#N)=C(N)S[C@H]1C(=O)c1ccccc1 | -10 | -9% | 6.3% | 1% | -11% | -30% | -12% | 14% | i
CC1CCCCC1n1c(=S)[nH]c2ccccc2c1=O (stereo unspecified) | 22 | -6% | 2.9% | ? | ? | -66% | ? | ? | i
COc1ccc(/C=C/C(=O)Nc2ccc(NC(C)=O)cc2)cc1S(=O)(=O)N1CCOCC1 | 0 | 8% | 1.4% | -21% | 3% | 1% | 2% | 6% | i
O=C(NCC1CCOCC1)C1Cc2c(-c3ccccc3Oc3ccccc3)ccnc2O1 (stereo unspecified) | -5 | -5% | 2.0% | · | -14% | 3% | · | · | i
O=C1CC2(CCN(C(=O)C3CC(=O)N(c4ccccc4)C3)CC2)Oc2ccccc21 (stereo unspecified) | 6 | -3% | -0.3% | -5% | 0% | -5% | 0% | 5% | i
O=C(NCCC1=CCCCC1)c1cc2ccccc2oc1=O | -9 | · | 0.2% | 20% | 3% | 4% | ? | 0% | i
O=C(COC(=O)C1=COCCO1)NC1CCCCC1 | 11 | -6% | 0.4% | 24% | -12% | -1% | 8% | 1% | i

Retrieved one by one from the entries so far, 4 records:
SMILES | IL-1B inflam inh | ATXN2 expr inh | Nrf2 activator | Nrf2 block | TGFb SMAD3 inh | HepG2 viability | A549 tox | MCF10A rerep | ATXN viability
CCCN1C(=O)SC(CC(=O)Nc2ccc(Br)cc2)C1=O (stereo unspecified) | -1 | 11% | 2.8% | 8% | -1% | -19% | -7% | 9% | i
CC(C)C(NC(=O)CN(c1cccc(F)c1)S(C)(=O)=O)C(C)C | 9 | 6% | 0.4% | 5% | -7% | 0% | -7% | 1% | i
COc1cc(-c2ccccc2)[nH]c(=S)n1 | 16 | 3% | -0.7% | 3% | -29% | 7% | 2% | 5% | i
CCN(CC(=O)Nc1ccc(C(C)=O)cc1)CC(=O)Nc1cccc(OC)c1 | 18 | 16% | 3.2% | 8% | -5% | -2% | 0% | -1% | i

(list continues)
SMILES | IL-1B inflam inh | ATXN2 expr inh | Nrf2 activator | Nrf2 block | TGFb SMAD3 inh | HepG2 viability | A549 tox | MCF10A rerep | ATXN viability
COC(=O)c1c(NC(=O)CCC(=O)O)sc2c1CCCCC2 | 7 | -6% | -0.6% | -17% | 2% | 9% | -5% | -7% | i
CCc1nnc(NC(=O)CCN(c2cc(C)cc(C)c2)S(=O)(=O)c2ccc(Cl)cc2)s1 | 89 | -7% | -0.1% | -1% | -13% | -2% | 5% | ? | i
Cc1cc(C)cc(N2C(=O)CS(=O)(=O)C23C(=O)N(Cc2ccccc2)c2ccccc23)c1 (stereo unspecified) | · | 8% | 0.2% | 22% | 8% | -4% | 10% | · | i
CCc1nn(CC(=O)Nc2cc(C)ccc2C)c(=N)s1 | 21 | -7% | 0.2% | 3% | -12% | 2% | 3% | -1% | i
CSc1ccc(CN2CCCN(C)CC2)cc1 | -11 | -19% | 0.6% | -1% | 11% | -17% | 1% | ? | i
Cc1cccc(OCC(=O)Nc2cccc(OCc3cc(=O)n4cccc(C)c4n3)c2)c1 | · | · | 0.0% | · | ? | -8% | 0% | · | ·
O=C(CCl)N1CCN2C(=O)c3ccccc3C12c1ccc(Cl)cc1 (stereo unspecified) | -95* | ? | ? | -18% | ? | -54% | 1% | 23µM* | ·
CCn1c(CNC(=O)c2ccccc2F)cc2ccccc21 | 13 | 65%[activator] | 3.3% | 2% | 0% | 19% | 2% | -6% | i
CCN(CC)CCNC(=O)/C(=C/c1cn(C)c2ccccc12)NC(=O)c1ccc(OC)c(OC)c1 | -8 | 10% | 0.0% | 11% | 5% | 8% | -6% | -1% | i
Clc1ccc(C2[C@H]3CN(CC4CCCCC4)[C@H](c4ccccc4)C34CC2(c2ccccc2)C4)cn1 (stereo partly specified) | -16 | -3% | -0.2% | 2% | 4% | 6% | 1% | ? | i
Cc1ccc(-n2nc(C(=O)N3CCN(c4ccccc4F)CC3)c3c4ccccc4n(C)c3c2=O)cc1 | · | 5% | 0.1% | 6% | 2% | 7% | 11% | · | i
